Assay outcomes (PubChem BioAssay)
PLCb3 inh: human PLC-beta3 inhibitors, primary screen, biochemical, fluorescence; inhibition, % at 12.2 µM; 1-phosphatidylinositol 4,5-bisphosphate phosphodiesterase beta-3 (Homo sapiens), Q01970; actives 0.18% (n = 370,000); Purified PLC-beta3, fluorogenic substrate; AID 720704, 2013; in the data active means inhibition above about 11%;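 further: 0% = median of compound wells on plate and 100% = full blocker control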
DDE Tn7 FP inh: inhibitors of Tn7 peptide binding to fibrin DD(E), primary screen, biochemical, fluorescence polarization, human fibrin, Tn7 probe. FP displacement of FITC-Tn7 peptide from fibrin DD(E); 0% = median of compound wells per plate. Fibrinogen beta chain (Homo sapiens), P02675. inhibition, % at 8.3 µM. actives 0.13% (n = 370,000);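 active means inhibition above the mean of compounds falling within the control limits plus 3 SD of them, cut at about 14% in these data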;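 further: 0% = plate median of compound wells and 100% = 10 µM Aha-Tn7 peptide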
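Assay system: Human fibrin DD(E) protein | Medium: Tris buffer with calcium and detergent, pH 7.8 | Reagent: 0.1 µM fluorescent Tn7 | Compound dosing: Single point at 8.3 µM | Times: 10 min preincubation, 3 h with tracer, room temperature | Detection: Fluorescence polarization of the labelled Tn7 tracer | Controls: Aha-Tn7 high control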
ASAP1 GAP inh: inhibitors of human ASAP1 ArfGAP activity, primary screen, biochemical, fluorescence polarization; Arf-GAP with SH3 domain, ANK repeat and PH domain-containing protein 1 (Homo sapiens), …; ASAP1-stimulated ARF1 GTP hydrolysis, GDP FP detection; inhibition, % at 16.5 µM; actives 0.19% (n = 360,000); in the data active means inhibition above about 25%;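 further: 0% = vehicle with enzyme and substrate and 100% = no enzyme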
Target sequence (Q9ULH1 325-724 limits assumed): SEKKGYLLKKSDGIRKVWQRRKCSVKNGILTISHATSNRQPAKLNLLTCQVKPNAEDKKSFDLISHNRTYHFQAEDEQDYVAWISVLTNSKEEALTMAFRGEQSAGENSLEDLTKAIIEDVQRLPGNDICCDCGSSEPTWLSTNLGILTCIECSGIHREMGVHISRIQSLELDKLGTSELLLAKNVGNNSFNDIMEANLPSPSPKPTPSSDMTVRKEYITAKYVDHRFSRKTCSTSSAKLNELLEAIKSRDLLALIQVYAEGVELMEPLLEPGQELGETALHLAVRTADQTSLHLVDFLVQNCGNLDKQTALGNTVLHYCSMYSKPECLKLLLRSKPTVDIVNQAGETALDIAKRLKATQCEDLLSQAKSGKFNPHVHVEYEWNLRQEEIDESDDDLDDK
ADAM17 inh: ADAM17 inhibitors, primary screen, biochemical, QFRET. Disintegrin and metalloproteinase domain-containing protein 17 (Homo sapiens), P78536. recombinant ADAM17, EDANS/DABCYL FRET peptide cleavage. inhibition, % at 6.95 µM. actives 0.83% (n = 370,000). AID 720648, 2013;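 active means inhibition above the mean of compounds lying between control limits plus 3 SD, set per campaign, cut at about 8.5% in these data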;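 further: 0% = DMSO-only wells as the low control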
DDE Tn6 FP inh: inhibitors of Tn6 peptide binding to fibrin DD(E), primary screen, biochemical, fluorescence polarization, human fibrin, Tn6 probe; inhibition, % at 8.3 µM; Fibrin DD(E) TRITC-Tn6 fluorescence polarization displacement; actives 0.21% (n = 370,000);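 active means inhibition above a per-campaign cutoff: mean of compounds within control limits plus 3 SD, cut at about 15% in these data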;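 further: 0% = median of all compound wells on the plate and 100% = blocking peptide control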
PLC-gamma1 inh: PLC-gamma1 enzyme inhibitors, primary screen, biochemical, fluorescence, purified enzyme | 1-phosphatidylinositol 4,5-bisphosphate phosphodiesterase gamma-1 (Homo sapiens), P19174 | fluorogenic substrate | inhibition, % at 12.2 µM | actives 0.84% (n = 370,000) | AID 720700, 2013; in the data active means inhibition above about 9.5%
ADAM10 inh: human ADAM10 inhibitors, primary screen, biochemical, QFRET, HTS; Disintegrin and metalloproteinase domain-containing protein 10 (Homo sapiens), O14672; recombinant ADAM10, EDANS/DABCYL FRET peptide cleavage, 3 h; inhibition, % at 7 µM; actives 0.62% (n = 370,000); AID 720582, 2013;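 active means inhibition above a per-campaign cutoff equal to the mean of compounds falling between control-based bounds plus 3 SD, cut at about 20% in these data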;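 further: 0% = DMSO wells while the 100% control is not disclosed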
ARFGAP1 inh: inhibitors of rat ARFGAP1 GAP activity, primary screen, biochemical, fluorescence polarization, GDP tracer. ADP-ribosylation factor GTPase-activating protein 1 (Rattus norvegicus), Q62848. Arfgap1-stimulated ARF1 GTP hydrolysis, GDP FP detection. inhibition, % at 16.5 µM. actives 0.26% (n = 360,000);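 active means inhibition above a per-plate limit, mean inhibition of low control wells plus 3 SD, cut at about 25% in these data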;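 further: 0% = DMSO wells with enzyme and 100% = wells lacking Arfgap1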
Target sequence (Q62848 1-136 limits assumed): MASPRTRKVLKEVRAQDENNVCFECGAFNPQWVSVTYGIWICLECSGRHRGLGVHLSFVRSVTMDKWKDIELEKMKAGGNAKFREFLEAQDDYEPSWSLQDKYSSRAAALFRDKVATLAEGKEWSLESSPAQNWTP
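Assay system: Rat Arfgap1 GAP domain (His6, aa 1-136), purified enzyme | Buffer or medium: HEPES 25 mM pH 7.5, NaCl 150 mM, MgCl2, DTT | Schedule: GTP hydrolysis reaction 2 h at 25 °C | Signal: FP of antibody-bound GDP Alexa 633 tracer, ex 620/em 688 nm | Measure: Percent inhibition of Arfgap1-stimulated GTP hydrolysis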
TDP2 absorb: human TDP2 enzyme inhibitors, primary screen, biochemical, epi absorbance, recombinant enzyme. Tyrosyl-DNA phosphodiesterase 2 (Homo sapiens), O95551. T5PNP hydrolysis, p-nitrophenol absorbance 415 nm. AID 720702, 2013. actives 0.34% (n = 370,000). inhibition, % at 12.8 µM;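 active means inhibition above the mean of all tested compounds plus 3 SD, set per campaign, cut at about 25% in these data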;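 further: 0% = DMSO with enzyme and 100% = buffer with substrate but no TDP2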
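Test system: Human TDP2 enzyme | Reagent: 5 mM T5PNP | Compound dosing: 12.8 µM single point, 1% DMSO | Incubation: Enzyme reaction with compound for 2 h at 37 °C | Technique: p-Nitrophenol epi absorbance | Read-out: % inhibition relative to enzyme-containing and enzyme-free wells | Benchmarks: High control without enzyme, low control DMSO plus TDP2 | Replicates: Singlicate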
SIAE primary: human SIAE inhibitors, primary screen, biochemical, fluorescence polarization, FP-Rh probe, 1536-well HTS | Sialate O-acetylesterase (Homo sapiens), Q9HAT2 | SIAE FP-Rh probe binding | inhibition, % at 9.66 µM | actives 0.69% (n = 370,000) | AID 1053197, 2014;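 active means inhibition above a cutoff: mean of compounds within the control limits plus 3 SD of those, cut at about 17% in these data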;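 further: 0% = plate median of compound wells and 100% = probe without SIAE protein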
Target sequence (Q9HAT2 whole entry, looked up): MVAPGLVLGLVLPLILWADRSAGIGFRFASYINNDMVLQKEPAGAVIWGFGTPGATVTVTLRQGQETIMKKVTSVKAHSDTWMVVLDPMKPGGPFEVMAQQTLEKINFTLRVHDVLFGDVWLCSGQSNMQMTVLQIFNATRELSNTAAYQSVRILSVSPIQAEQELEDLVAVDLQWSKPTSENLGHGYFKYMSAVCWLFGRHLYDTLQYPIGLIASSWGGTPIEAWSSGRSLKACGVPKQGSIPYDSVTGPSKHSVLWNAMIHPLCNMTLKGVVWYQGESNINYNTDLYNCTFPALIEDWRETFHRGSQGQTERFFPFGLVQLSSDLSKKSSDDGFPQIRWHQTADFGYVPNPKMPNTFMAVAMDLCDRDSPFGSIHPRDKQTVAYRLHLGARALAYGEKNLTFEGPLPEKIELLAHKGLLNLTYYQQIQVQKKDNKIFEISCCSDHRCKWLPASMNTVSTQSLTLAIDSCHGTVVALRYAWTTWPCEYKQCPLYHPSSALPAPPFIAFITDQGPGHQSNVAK
The depositor's hits bear a star; i = inactive; · = no result given. The order is random. About 3.6% of those tested had a hit in this group.

(1) Cc1cccc(NS(=O)(=O)c2cccc(C(=O)NCCCN3CCOCC3)c2)c1
(2) O=C(N/N=C/C(Br)=C/c1ccccc1)c1cccnc1
(3) CCOC(=O)Nc1ccc2c(COC(=O)CNS(=O)(=O)c3cccc(Br)c3)cc(=O)oc2c1
(4) O=C(N[C@@H](Cc1ccccc1)C(=O)OCc1ccccc1)c1nc[nH]c1C(=O)N1CCNCC1
(5) Cc1ccc(CN2C(=O)CCC2C(=O)NCc2ccc3c(c2)OCO3)cc1 (stereo not given)
(6) COc1ccccc1C(=O)NCCn1cc(SCC(=O)Nc2cc(C)on2)c2ccccc21
(7) CCN(C(=O)/C=C/c1ccc(OC)cc1)C1CCS(=O)(=O)C1 (stereo not given)
(8) CC(C)CNc1ncnc2c1sc1nc(N3CCOCC3)c3c(c12)CC(C)(C)OC3

assay / entry	1	2	3	4	5	6	7	8
PLCb3 inh	-2	-5	-252	3	1	-3	-5	-13
DDE Tn7 FP inh	-5	-8	-1	5	-3	1	3	-8
ASAP1 GAP inh	-9	-5	-4	12	3	2	0	-3
ADAM17 inh	-3	4	-438	-4	-2	-5	-2	-9
DDE Tn6 FP inh	-3	0	-6	-7	4	2	-2	0
PLC-gamma1 inh	-1	1	-243	2	-2	0	3	-10
ADAM10 inh	5	11	i	-1	-1	-3	-7	-19
ARFGAP1 inh	-1	17	5	-12	-8	-2	2	8
TDP2 absorb	5	-6	-15	7	12	-1	7	-5
SIAE primary	-3	-2	-66	4	4	0	6	-2

(9) Cc1ccc(C)c(SCc2nc3sc(C(=O)O)c(C)c3c(=O)[nH]2)c1
(10) COc1ccc(-c2nc3ccc(Br)cn3c2Cc2ccsc2)cc1OC
(11) CCn1c(=O)c2ccccc2n(CC(=O)NC2CCCCC2)c1=O
(12) CN1CCC(N(C)C(=S)Nc2ccc(F)cc2)CC1
(13) NC(=O)CCN(Cc1ccccc1)S(=O)(=O)c1ccccc1
(14) O=S(=O)(c1cnccc1N1CCN(CCO)CC1)N1CCCC1
(15) COc1ccccc1S(=O)(=O)Cc1ccc(C(=O)NCc2ccc(C)cc2)o1
(16) Cc1cc(C)n(-c2nnc(C)c(=O)[nH]2)n1

assay / entry	9	10	11	12	13	14	15	16
PLCb3 inh	-15	-22	-3	-1	0	-5	-10	-3
DDE Tn7 FP inh	-9	-2	-2	-1	1	3	5	4
ASAP1 GAP inh	-11	-8	-1	2	1	1	-10	-14
ADAM17 inh	-4	-7	0	0	-1	-4	-2	-3
DDE Tn6 FP inh	-2	-4	-7	8	-2	2	-7	-6
PLC-gamma1 inh	0	-16	3	2	1	1	-4	-1
ADAM10 inh	1	-13	-3	1	1	-7	11	-12
ARFGAP1 inh	6	0	-4	9	-2	-8	6	6
TDP2 absorb	0	2	-14	12	5	-3	-9	8
SIAE primary	-7	1	-1	4	2	-5	-10	3

(17) CCC(C)C(NC(=O)C(Cc1ccc(O)cc1)NC(=O)OCc1ccccc1)C(=O)OC (stereo not given)
(18) COC(=O)/C(=C\C(=O)c1ccccc1)Nc1cccc(C(F)(F)F)c1
(19) CCc1cc(=O)oc2c(C)c(OC(C)C(=O)NC3CC(C)(C)NC(C)(C)C3)ccc12 (stereo not given)
(20) O=C(CCCOc1ccccc1)Nc1nncs1
(21) CC(C)(C)c1ccc(S(=O)(=O)NCCN2CCOCC2)cc1
(22) Cc1ccc(NC(=O)CN(C)Cc2nc3ccccc3c(=O)[nH]2)c(Br)c1
(23) CC(Sc1nncs1)C(=O)Nc1ccc(Cl)cn1 (stereo not given)
(24) CCC(C)c1ccccc1NS(=O)(=O)c1cnn(CC)c1 (stereo not given)

assay / entry	17	18	19	20	21	22	23	24
PLCb3 inh	-1	0	-13	2	7	-4	3	4
DDE Tn7 FP inh	2	-2	5	6	1	4	0	3
ASAP1 GAP inh	-3	-1	-11	-6	9	7	-8	-2
ADAM17 inh	-7	1	-36	-3	-2	-4	-2	2
DDE Tn6 FP inh	-4	4	-7	5	-4	3	5	-1
PLC-gamma1 inh	1	3	-8	0	1	-1	0	9.8*
ADAM10 inh	-11	-2	-91	9	-12	0	-4	9
ARFGAP1 inh	-4	12	10	-1	3	9	0	-5
TDP2 absorb	6	-11	3	2	2	3	5	-20
SIAE primary	4	4	5	0	1	-3	-1	-9

(25) CCC(=O)c1ccc(OCC(O)CN2CCCCC2)cc1 (stereo not given)
(26) Cc1sc2c(=O)n3c(nc2c1C(=O)NC1CCCCC1)CCCCC3
(27) COc1ccc(-c2nc(CS(=O)CC(=O)NCC3CCCO3)c(C)o2)cc1 (stereo not given)
(28) CCc1nnc(NC(=O)CSc2nc(C)cc(C)c2C#N)s1
(29) Cc1cc(C)c(NC(=O)Cc2ccc(-n3cccc3)cc2)c(C)c1
(30) Cc1cccc(N2CCN(S(=O)(=O)c3ccc(-c4cc(C)no4)s3)CC2C)c1 (stereo not given)
(31) Clc1ccc(-n2ncc3c(N4CCCC4)ncnc32)cc1
(32) COc1cc(-c2cc3nc(C)c(C)c(=O)n3[nH]2)cc(OC)c1OC

assay / entry	25	26	27	28	29	30	31	32
PLCb3 inh	2	2	0	i	7	5	-11	-7
DDE Tn7 FP inh	-3	6	-1	-2	-4	4	-2	6
ASAP1 GAP inh	-3	-1	1	-8	5	-12	11	18
ADAM17 inh	-5	-1	0	-115	1	1	-1	-6
DDE Tn6 FP inh	-1	2	-2	-8	3	1	1	-8
PLC-gamma1 inh	-2	-3	1	-481	1	3	5	-7
ADAM10 inh	-3	-3	-5	-337	13	-3	9	-16
ARFGAP1 inh	3	-9	1	1	-5	6	3	13
TDP2 absorb	6	0	5	3	-7	-3	1	9
SIAE primary	1	2	-1	-8	-1	-1	5	1

Some of the entries so far, as tab-separated lines.
cpd	smiles	PLCb3 inh	DDE Tn7 FP inh	ASAP1 GAP inh	ADAM17 inh	DDE Tn6 FP inh	PLC-gamma1 inh	ADAM10 inh	ARFGAP1 inh	TDP2 absorb	SIAE primary
27	COc1ccc(-c2nc(CS(=O)CC(=O)NCC3CCCO3)c(C)o2)cc1 (stereo not given)	0	-1	1	0	-2	1	-5	1	5	-1
26	Cc1sc2c(=O)n3c(nc2c1C(=O)NC1CCCCC1)CCCCC3	2	6	-1	-1	2	-3	-3	-9	0	2

(list continues)
(33) O/N=C/c1ccc2cccc(O)c2n1
(34) CCCCCOc1ccc(C(=O)CCC(=O)NNC(=O)c2ccncc2)cc1
(35) CCCCCCCCN1C(=O)[C@@H](CC(=O)N2CCN(C(=O)C3CC3)CC2)C[C@@]2(C(=O)OC)C1=C[C@H](C(C)C)O[C@@H]2C1CC1
(36) CCc1noc(C)c1C(=O)NNC(=O)c1ccccc1
(37) COc1ccc(CCC(C)NCc2ccc(C(F)(F)F)cc2)cc1 (stereo not given)
(38) COc1ccccc1NC(=O)CSc1nncn1-c1cccnc1
(39) CCOC(=O)[C@]12CCC=C1N(Cc1ccc(Cl)cc1Cl)C(=O)[C@H](CC(=O)NCc1ccc(OC)c(OC)c1)C2
(40) O=C(Nc1ccc(Cc2ccc(NC(=O)N3CCOCC3)cc2)cc1)N1CCOCC1

assay / entry	33	34	35	36	37	38	39	40
PLCb3 inh	-5	-6	1	1	-52	1	0	2
DDE Tn7 FP inh	-3	-1	-2	-7	6	-9	8	-11
ASAP1 GAP inh	6	0	·	-10	-2	3	13	8
ADAM17 inh	-2	-7	3	-1	-11	2	5	1
DDE Tn6 FP inh	-3	-4	-9	1	6	-5	-8	-2
PLC-gamma1 inh	7	-2	3	4	-39	4	0	0
ADAM10 inh	11	-3	7	1	-10	-10	20*	0
ARFGAP1 inh	0	2	·	-16	-4	-6	0	-2
TDP2 absorb	-16	-9	-9	-2	4	-6	2	-11
SIAE primary	-3	-4	-2	-7	-5	-3	-2	-3

(41) CC(=O)NC(CC(=O)NNC(=O)C(C)Oc1ccccc1F)c1ccccc1 (stereo not given)
(42) CC1(C(=O)Nc2ccc(Cl)c(Cl)c2)CCN1C(=O)CC1CCCC1 (stereo not given)
(43) O=C(c1snnc1-c1ccccc1)N1CCOCC1
(44) Cc1ccc(S(=O)(=O)N(C)C)cc1-n1c(SCC(=O)Nc2ccccc2)nc2ccccc2c1=O

assay / entry	41	42	43	44
PLCb3 inh	1	0	0	4
DDE Tn7 FP inh	3	-3	1	-1
ASAP1 GAP inh	-1	15	4	-3
ADAM17 inh	-3	0	-3	5
DDE Tn6 FP inh	-3	-1	-5	-6
PLC-gamma1 inh	-1	-23	2	4
ADAM10 inh	-7	9	-2	4
ARFGAP1 inh	1	-9	-11	4
TDP2 absorb	-2	3	3	3
SIAE primary	6	3	14	-18

Among those listed so far, these have an aryl thioether with sulfur outside any ring.
(6) COc1ccccc1C(=O)NCCn1cc(SCC(=O)Nc2cc(C)on2)c2ccccc21
(9) Cc1ccc(C)c(SCc2nc3sc(C(=O)O)c(C)c3c(=O)[nH]2)c1
(23) CC(Sc1nncs1)C(=O)Nc1ccc(Cl)cn1 (stereo not given)
(28) CCc1nnc(NC(=O)CSc2nc(C)cc(C)c2C#N)s1
(38) COc1ccccc1NC(=O)CSc1nncn1-c1cccnc1
(44) Cc1ccc(S(=O)(=O)N(C)C)cc1-n1c(SCC(=O)Nc2ccccc2)nc2ccccc2c1=O

assay / entry	6	9	23	28	38	44
PLCb3 inh	-3	-15	3	i	1	4
DDE Tn7 FP inh	1	-9	0	-2	-9	-1
ASAP1 GAP inh	2	-11	-8	-8	3	-3
ADAM17 inh	-5	-4	-2	-115	2	5
DDE Tn6 FP inh	2	-2	5	-8	-5	-6
PLC-gamma1 inh	0	0	0	-481	4	4
ADAM10 inh	-3	1	-4	-337	-10	4
ARFGAP1 inh	-2	6	0	1	-6	4
TDP2 absorb	-1	0	5	3	-6	3
SIAE primary	0	-7	-1	-8	-3	-18
